LGR2 antag: blocks bursicon-induced cAMP signaling via Drosophila LGR2. hit rate 0.35% among 380,000. inhibition, % at 9.99 µM. HEK293 LGR2, CRE-luciferase, bursicon-stimulated, 4 h. AID 720647;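 active means drop in luminescence signal, shown as inhibition above about 50% in the replicate tests, limit read from the data, passing the limit was not always enough; inconclusive means probably only some replicates passing the limit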;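 further: agonist challenge used bursicon conditioned medium at about half maximal strength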
EWS-Fli block: inhibitors of EWS/Fli oncoprotein transcriptional activity; inhibition, % at 12.6 µM; hit rate 0.67% among 350,000; A673 NR0B1-luciferase reporter, viability-normalised; AID 651661;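 active means mean inhibition of at least 50% after viability correction, with every replicate also passing that limit; inconclusive means mean reaches 50% but only one of two replicates passes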;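 further: firefly luciferase signal divided by Alamar Blue viability fluorescence both relative to DMSO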
PAX8 inh HTS: lowers PAX8-driven luciferase in RMG-I cells | RMG-I TPO-luciferase reporter, SteadyGlo, 24 h | inhibition, % at 12.6 µM | hit rate 1.2% among 360,000;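 active means mean replicate inhibition at least 60% with every replicate also reaching 60%; inconclusive means only one of the two criteria is met; inactive means mean below 60% and not all replicates reaching 60%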;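 further: luciferase light reporting Pax8 driven TPO promoter activity; plate controls were median of neutral control wells for no effect and mitoxantrone controls for full effect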
ARNT-TACC3 inh: disrupts binding between human ARNT and TACC3. inhibition, % at 9.99 µM. hit rate 0.66% among 390,000. AlphaScreen His-ARNT PAS-B/GST-TACC3 binding, luminescence; TACC3 fragment carries E629A point mutation;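 active means mean inhibition of replicates at least 50% and at least half of replicates each reaching 50%; inconclusive means half or more replicates reach 50% but mean below 50%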;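 further: 0% = complete ARNT plus TACC3 wells and 100% = ARNT alone without TACC3; many hits fall short of the cut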
DENV2 CPE: protects cells from dengue virus 2 cytopathic effect | DENV2-infected cells, cytopathic effect rescue, plate reader | CPE inhibition, % at 9.99 µM | hit rate 1.7% among 350,000 | AID 651640; in the data active means CPE inhibition above about 20%, passing the limit was not always enough; inconclusive means no clear call, values can overlap the other calls; tested in BHK-21 cells;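 further: 0% = median of neutral control wells and 100% = median of positive control wells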
SIRT5 block: sirtuin-5 (human) deacylase inhibition | Purified SirT5, succinyl-peptide AMC, trypsin-coupled fluorescence | hit rate 1.1% among 330,000 | inhibition, % at 15 µM; in the data active means inhibition above about 15%; inconclusive means no clear call, values can overlap the other calls
Target sequence (Q9NXA8 whole entry, looked up): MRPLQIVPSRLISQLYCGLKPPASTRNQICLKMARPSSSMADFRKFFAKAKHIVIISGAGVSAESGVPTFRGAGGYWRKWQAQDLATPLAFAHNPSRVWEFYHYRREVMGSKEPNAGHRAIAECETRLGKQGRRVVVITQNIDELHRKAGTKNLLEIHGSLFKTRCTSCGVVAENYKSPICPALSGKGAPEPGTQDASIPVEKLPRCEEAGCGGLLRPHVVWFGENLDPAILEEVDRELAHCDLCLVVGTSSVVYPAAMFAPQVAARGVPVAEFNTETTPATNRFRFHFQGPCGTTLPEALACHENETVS
Casp6 inh: blocks human caspase-6 cleavage activity; purified caspase-6, Z-VEID-R110 cleavage fluorescence; inhibition, % at 12.5 µM; hit rate 0.53% among 350,000; AID 686996;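 active means mean inhibition across replicates at least about 35%, with every replicate also reaching that limit, limit read from the data; inconclusive means only one of the two criteria met; inactive means neither criterion met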;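 further: 0% = median of neutral control wells and 100% = no fluorescence left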
Target sequence (P55212 24-179 limits assumed): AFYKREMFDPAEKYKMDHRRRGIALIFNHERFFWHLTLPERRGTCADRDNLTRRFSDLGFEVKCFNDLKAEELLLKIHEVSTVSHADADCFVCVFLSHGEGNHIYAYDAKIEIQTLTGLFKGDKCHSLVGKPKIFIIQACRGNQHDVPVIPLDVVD
Target sequence (P55212 194-293 limits assumed): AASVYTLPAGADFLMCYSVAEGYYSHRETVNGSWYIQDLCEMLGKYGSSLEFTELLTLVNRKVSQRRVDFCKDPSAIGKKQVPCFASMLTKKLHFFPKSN
* marks the source's active call; other numbers are inactive results; ? = inconclusive; nt = not tested or not shown; & = joins results of further samples. Rows were taken by chance (roughly 4.9% active in at least one column).

#	structure	LGR2 antag	EWS-Fli block	PAX8 inh HTS	ARNT-TACC3 inh	DENV2 CPE	SIRT5 block	Casp6 inh
1	COc1ccc(S(=O)(=O)N(C)C[C@H]2Oc3ncc(-c4ccncc4)cc3C(=O)N([C@H](C)CO)C[C@@H]2C)cc1	10	2	nt	2	1	2	2
2	Cc1noc(C)c1NC(=O)N(C)C[C@@H]1Oc2c(NC(=O)Nc3ccc(C(F)(F)F)cc3)cccc2C(=O)N([C@H](C)CO)C[C@H]1C	nt	-1	nt	0	-5	3	3
3	CCCCCC(=O)N1C[C@H](n2cc(COC(=O)c3ccccc3)nn2)[C@@H](O)C[C@@H]1c1ccc(C)cc1	9	0	21	nt	-15	-4	7
4	C[C@@H]1CN([C@@H](C)CO)C(=O)c2cc(NC(=O)CCC(F)(F)F)ccc2O[C@@H](C)CCCCO[C@@H]1CN(C)C	10	4	-24	nt	nt	nt	nt
5	CNC[C@@H]1Oc2cc(C#C[C@H](C)O)ccc2S(=O)(=O)N([C@@H](C)CO)C[C@H]1C	-9	-12	nt	-8	11	-6	-1
6	CNC[C@@H]1Oc2ccc(NS(=O)(=O)c3ccc(OC)cc3)cc2CC(=O)N([C@@H](C)CO)C[C@H]1C	-1	-1	-4	-3	-5	11	-2
7	O=C(Nc1ccccc1)N1CC(=O)N2[C@@H](CO)[C@H](c3ccc(C#CC4CCCCC4)cc3)[C@@H]2C1	-1	13	nt	nt	0	3	1
8	CC(C)Oc1ccc(CNC(=O)c2ccc3c(c2)N(C)CCS3)cc1	-20	-5	-20	2	-7	-1	-1
9	CC(=O)N(C)C[C@@H]1Oc2ncc(C#CC(C)(C)O)cc2C(=O)N([C@H](C)CO)C[C@H]1C	-19	-15	nt	-7	-9	3	0
10	COc1ccc(/C=C(/NC(=O)c2ccc(Br)o2)C(=O)Nc2cccc(C(=O)O)c2)cc1	10	1	-5	nt	13	1	-3
11	CN(C)CCNc1cnn(-c2ccccc2)c(=O)c1Cl	-1	10	0	-5	3	1	-2
12	COc1cccc(NC(=O)N2CC(=O)N3[C@H](CO)[C@H](c4ccc(C#CC5CCCC5)cc4)[C@@H]3C2)c1	16	20	23	nt	6	12	0
13	CCCN(CCC)CCNC(=O)C1c2ccccc2C(=O)N2CCc3ccccc3C12 (stereo not given)	9	-9	0	7	2	-3	0
14	O=C(c1ccc(F)cc1)N1CC(=O)N2[C@H](C1)[C@H](c1ccc(-c3ccccc3)cc1)[C@@H]2CO	6	-13	12	nt	-5	0	nt
15	COc1ccc(OC)c(NC(=O)CC2SC(=Nc3ccccc3)N(CCc3ccccn3)C2=O)c1 (stereo not given)	12	-3	-1	24	3	-2	-1
16	CC(C)n1c(=O)c2ccccc2n1Cc1cn(Cc2cccnc2)nn1	7	-33	15	nt	-1	-21	0
17	COc1ccc(NC(=O)N2C[C@H]3CON(C)[C@H]3C[C@H]2c2ccc(N3CCCCC3)cc2)cc1	-6	-17	-20	nt	-17	0	0
18	CSCCC(=O)N1CCCC(CNC(=O)c2ccccc2Cl)C1 (stereo not given)	-43	-21	-13	-1	0	-5	-1
19	O=C(NCC1CCCO1)c1ccc[nH]1 (stereo not given)	3	-4	-10	-16	-6	-3	-3
20	CSc1ccc(/C=C/C(=O)OCC(=O)N2CCCCCC2)cc1	-25	0	-30	-1	19	nt	1
21	S=C(NC1CCCCC1)N1CCN(c2ncccn2)CC1	4	2	1	-4	1	nt	-4
22	C[C@H]1CN([C@@H](C)CO)S(=O)(=O)c2ccc(C3=CCCCC3)cc2O[C@H]1CN(C)C(=O)Cc1cccnc1	2	-4	nt	3	15	0	-2
23	O=c1c2cc(-c3ccccc3)sc2nc2n1N=C(c1ccccc1)CS2	-83	-95	-21	-2	2	-7	-1
24	CC(=O)Cc1cc(=O)c2c(C)cc(O)c(C3OC(CO)C(O)C(O)C3O)c2o1 (stereo not given)	5	-6	nt	0	?	0	0
25	C[C@H](CO)N1C[C@H](C)[C@H](CN(C)Cc2ccncc2)Oc2ncc(-c3cccc(F)c3)cc2C1=O	1	-4&-4	3&-10	-21&-13	-4&-11	1&1	?
26	O=C(NCc1ccc(Cl)cc1)C1CCN(S(=O)(=O)c2cc([N+](=O)[O-])ccc2Cl)CC1	1	10	18	-1	-8	-4	-14
27	Cc1ccc(-c2noc(CN(C(=O)c3cccc(Br)c3)C(C)C)n2)cc1	-4	-4	3	-4	6	nt	0
28	N#CC1(C#N)C(C(=O)C23CC4CC(CC(C4)C2)C3)C12CCOCC2 (stereo not given)	-8	9	-9	-3	-1	4	-2
29	C[C@@H]([C@@H](O)c1ccccc1)N(C)C(=O)C(N)Cc1ccccc1 (stereo not given in full)	-20	-3	-12	-22	-5	nt	0
30	Cc1ccc(NC(=O)NCc2ccc3c(c2)OCO3)cc1C	-69	-60	-78	nt	-3	-8	-3
31	C[C@H](CO)N1C[C@H](C)[C@@H](CN(C)C(=O)Nc2ccccc2F)OCc2cn(nn2)CCCC1=O	3&0	-8&3	-19&-14	1	-14&-3	0&-11	5&-5
32	CCOC(=O)C1CCCN(C(=O)c2ccc3nc(-c4ccccc4)c(-c4ccccc4)nc3c2)C1 (stereo not given)	-8	nt	-17	8	-5	-3	-1
33	COc1ccc(CNC(=O)C[C@H]2C[C@H]3c4cc(NC(=O)NC5CCCC5)ccc4O[C@H]3[C@@H](CO)O2)cc1	-4	5	nt	-11	4	-1	0
34	CCOC(=O)c1cnn(-c2sc(C(=O)OCC)c(C)c2C(=O)OCC)c1N	-9	3	nt	2	0	-1	-3
35	Cc1cccc(C(=O)N/N=C/c2ccc[nH]2)c1	-15	-11	-35	0	-1	1	1
36	O=C(CN(C(=O)CNS(=O)(=O)c1ccc(F)cc1)c1ccccc1)NCc1ccco1	-7	-4	5	0	4	0	-6
37	O=C(NCc1cccc(C(F)(F)F)c1)c1ccc2c(c1)OCCO2	4	-6	-19	-29	4	0	0
38	CC(=O)Nc1ccc(S(=O)(=O)N(Cc2cccnc2)Cc2cc3ccccc3[nH]c2=O)cc1	-6	nt	71*	0	17	-1	-2
39	C=C1CCN([C@@H](CC(C)C)C(=O)NCCCc2ccccc2)S(=O)(=O)c2ccccc21	6	-4	23	-4	-9	-2	4
40	Cc1ccc(-c2nc(CS(=O)CC(=O)N3CCN(c4ccccc4)CC3)c(C)o2)cc1 (stereo not given)	6	nt	38	-3	-8	-5	0
41	COc1ccccc1NC(=O)Nc1ccnn1C1CCN(C(=O)c2ccccn2)CC1	12	-2	-2	3	0	0	1
42	CCCC#Cc1cnc2c(c1)C(=O)N([C@@H](C)CO)C[C@@H](C)[C@@H](CN(C)C(=O)Nc1ccc(OC)cc1)O2	-12	-5	nt	16	-11	2	0
43	CN(C)CC(=O)N[C@@H]1CC[C@H](CCn2cc(C3CCCC3)nn2)O[C@H]1CO	8	3	-17	-1	78*	0	4
44	CC(=O)c1c(C)[nH]c(C(=O)Nc2cc(F)ccc2C)c1C	-11	-1	15	-11	1	4	1
45	O=C(NCC1CCCO1)c1cc(C(=O)c2ccc(Cl)cc2Cl)c[nH]1 (stereo not given)	25	5	18	0	8	0	-3
46	O=C(c1ccc(Cl)c(S(=O)(=O)N2CCCC2)c1)N1CCN(c2ccccc2F)CC1	11	0	13	-5	0	-2	1
47	O=C(C[C@H]1C=C[C@@H](NC(=O)C2CCC2)[C@@H](CO)O1)NCC1CC1	-18	-2	5	nt	58*	4	-1
48	Cc1ccc(OS(=O)(=O)c2ccc(N3C(=O)CCC3=O)cc2)cc1	1	2	12	2	2	0	-2
49	COc1ccc(Cl)cc1NC(=O)CN1CCCC1	12	1	-5	-3	-6	4	1
50	O=C(O)c1cccnc1Sc1ccccc1	6	nt	-10	-8	nt	nt	nt
51	CCc1ccc2nc(Nc3nc(COC)cc(=O)[nH]3)nc(C)c2c1	-16	-15	nt	1	5	4	1
52	Cc1csc(NC(=O)CN(C)S(=O)(=O)c2cccc3cccnc23)n1	-3	-4	12	-12	-6	nt	2
53	O=C(Nc1cccc(Cl)c1)OCCOCCOC(=O)Nc1cccc(Cl)c1	-29	1	nt	-7	5	2	-3
54	CC(O)(c1ccc(F)c(F)c1)c1nc(-c2ccoc2)cs1 (stereo not given)	3	0	-21	nt	9	nt	-3
55	O=C(CCN1C(=O)c2ccc([N+](=O)[O-])cc2C1=O)Nc1nccs1	5	4	-4	-2	12	-1	2
56	O=C(COc1ccc(Cl)cc1)Nc1ccc(NC(=O)c2ccco2)cc1	-10	-4	-8	15	-7	-8	3
57	COc1ccc2c3c(n(C)c2c1)[C@@H](CO)N(C(=O)C1CCOCC1)CC31CN(C(=O)C2CCOCC2)C1	-13	-4	-6	nt	-11	-5	2
58	O=C(C[C@@H]1CC[C@H]2[C@@H](COC[C@@H](O)CN2C(=O)c2cccnc2)O1)NCc1ccc(-c2ccccc2)cc1	-10	-61	-2	2	27*	0	-1
59	Cc1ccccc1N=Cc1cc2c(cc1O)OC(N)=C(C#N)C2c1ccccc1 (stereo not given)	4	6	?	27	6	4	12
60	CN(C)C(=O)c1cccc(-c2ccc([C@@H]3[C@H](CO)N4CCCCN(CCC(F)(F)F)C[C@@H]34)cc2)c1	18	-13	-24	2	-2	0	1

Continuation:
#	structure	LGR2 antag	EWS-Fli block	PAX8 inh HTS	ARNT-TACC3 inh	DENV2 CPE	SIRT5 block	Casp6 inh
61	CCc1c(O)nc(SCc2ccccc2)n(C(C)CC)c1=O (stereo not given)	3	1	nt	-15	-3	-7	0
62	CCCc1cc(C(=O)NC2CCCCC2)no1	-48	-68	-210	-2	2	0	1
63	Cc1ccc(NC(=O)CNc2cccc(S(=O)(=O)N3CCCC3)c2)cc1F	20	13	16	6	0	-6	4
64	O=C(c1cccc2nc3ccccc3nc12)N1CCOCC1	11	-6	10	-1	4	4	3
65	CCn1cc(C(=O)Nc2ncccc2O)c(=O)c2cc(F)c(N3CCN(C(=O)c4ccco4)CC3)cc21	16	46	-7	-1	8	0	3
66	COC(=O)CC(NC(=O)c1cccs1)c1ccc(OC)c(OC)c1 (stereo not given)	7	3	8	-15	2	-2	-3
67	N#Cc1ccc(C23CC4(C2)[C@H](CN(Cc2cccnc2)[C@@H]4c2ccccc2)C3c2ccccc2)cc1 (stereo not given in full)	7	13	-5	30	-4	nt	-1
68	O=C(COC(=O)[C@@H]1CCCN1C(=O)c1cccs1)Nc1cccc([N+](=O)[O-])c1	5	-2	-7	-1	2	nt	-1
69	C[C@H](CO)N1C[C@H](C)[C@H](CN(C)Cc2ccncc2)Oc2ccc(NC(=O)Nc3ccc4c(c3)OCO4)cc2CC1=O	-3	7	-3	-2	?	-4	4
70	O=C(COC(=O)c1nn(-c2ccccc2C(F)(F)F)cc1O)c1ccc(OC(F)F)cc1	-7	-12	-3	-1	-12	2	-17
71	N#C/C(=C\c1ccc(N2CCOCC2)o1)c1ccccc1	9	-11	nt	-4	10	0	5
72	CS(=O)(=O)N1CC(=O)N2[C@@H](CO)[C@H](c3ccc(C#Cc4cccc(F)c4)cc3)[C@@H]2C1	-3	nt	nt	nt	-10	2	0
73	COC(=O)c1sc2ccccc2c1N	-87	-35	-24	-4	-5	nt	0
74	CC1=CC(C)C(=O)N(C)C(C)=C1 (stereo not given)	-1	5	2	nt	4	nt	-1
75	Cc1cc(C)c(C#N)c(SCc2nnc(-c3ccccc3)o2)n1	77*	78*	17	-1	0	0	2
76	Cc1cc(NC(=O)CSc2cc(C)c3ccccc3n2)no1	11	3	nt	-1	1	0	0
77	C[C@@H]1CCCCO[C@H](CN(C)C(=O)Nc2ccc(F)cc2)[C@@H](C)CN([C@H](C)CO)C(=O)c2cc(NS(=O)(=O)c3ccc(F)cc3)ccc2O1	-7	-5	-23	-9	-3	nt	nt
78	O=C(CN1C(=O)CSc2ccccc21)N/N=C/c1ccco1	12	7	3	-11	2	2	0
79	O=S(=O)(NNc1ccc(Cl)nn1)c1ccc(F)cc1	13	nt	7	4	nt	nt	nt
